Screens deposited in PubChem BioAssay by National Center for Advancing Translational Sciences (NCATS).
Gal4-VP16 FLuc: counter-screen for ROR gamma inhibitors: Gal4-VP16 reporter; Drosophila S2 Gal4-VP16 UAS-luciferase, luminescence, 20 h; Potency, µM (series often up to 53.6 µM), for inactives: at the highest dose activity, negative = inhibition, usual class: inhibitors; 310,000 compounds, 3.5% hits;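 also: Gal4-VP16 expression switched on by copper sulfate through the metallothionein promoter; % is scaled to controls: 0 for no effect and ±100 for the full control effect; nearly all actives have a fitted effect of over 50% in size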
Rab9 prom act: activators of Rab9 promoter | Huh7 Rab9 promoter-luciferase reporter, luminescence, 24 h | Potency, µM (doses to about 9.22 µM), for the others: at the top dose activation, negative = inhibition, most hits filed as activators | 320,000 compounds, 2.8% hits; also: % of control where 0% means no effect; nearly all actives have a fitted effect of over 60% in size
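Cell-based reporter: Huh7 stable for Rab9 promoter-driven luciferase, plated in reduced-serum medium with 10% FBS at 1500 cells/well, compound-treated 24 h at 37 °C, luminescence read after 10 min reagent.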
FLuc counter: counter-screen for miR-21 project: firefly luciferase inhibitors or activators. P08659. purified FLuc, Km substrates, luminescence inhibition. Potency, µM (highest dose often 57.5 µM), for the others: top-dose activity change, negative = inhibition, usual class: inhibitors. 360,000 compounds, 6.9% hits. AID 588342;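 also: plate controls were vehicle for no effect and reference inhibitor for full effect; nearly all actives have a fitted effect of over 55% in size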
Target sequence (P08659 whole entry, looked up): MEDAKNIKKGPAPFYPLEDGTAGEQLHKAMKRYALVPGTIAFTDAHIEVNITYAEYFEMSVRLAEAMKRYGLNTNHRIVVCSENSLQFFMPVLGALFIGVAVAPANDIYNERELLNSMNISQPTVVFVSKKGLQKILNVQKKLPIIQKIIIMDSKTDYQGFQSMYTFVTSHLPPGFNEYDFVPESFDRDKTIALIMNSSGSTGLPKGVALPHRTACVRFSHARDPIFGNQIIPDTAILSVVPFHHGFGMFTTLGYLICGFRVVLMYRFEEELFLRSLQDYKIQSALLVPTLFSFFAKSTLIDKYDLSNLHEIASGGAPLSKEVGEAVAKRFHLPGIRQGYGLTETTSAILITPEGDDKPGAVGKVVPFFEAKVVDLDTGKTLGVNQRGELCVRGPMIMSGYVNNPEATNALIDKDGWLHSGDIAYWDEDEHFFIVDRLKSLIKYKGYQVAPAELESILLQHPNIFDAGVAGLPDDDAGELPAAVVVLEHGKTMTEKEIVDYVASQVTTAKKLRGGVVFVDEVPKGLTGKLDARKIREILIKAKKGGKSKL
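Biochemical qHTS of compounds, final roughly 60 µM downward over six points, against 10 nM purified firefly luciferase using Km concentrations of substrates (10 uM D-luciferin, 10 uM ATP) in Tris acetate pH 7.5 buffer; luminescence output.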
NPC1 promoter act: activators of NPC1 promoter | 320,000 compounds, 2.4% hits | Potency, µM (highest dose often 9.22 µM), without a hit: top-dose activation, most hits filed as activators | Huh7 NPC1 promoter luciferase reporter, 24 h | AID 485313;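 also: % of control where 0% means no effect; nearly all actives have a fitted effect of over 60% in size; reporter is driven by a mutant NPC1 promoter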
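Luminescence read-out of NPC1 promoter-driven luciferase in stably transfected Huh7 cells; compounds delivered in DMSO and left 24 h at 37C, 5% CO2, qHTS titration format.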
p53 reactivation: mutant p53 re-activation in reporter cells; H1299 p53-A138V BP100-luciferase reporter, luminescence, 24 h; Potency, µM (top dose mostly 92.2 µM), without a hit: at the top dose activity change, positive = activation, actives largely listed as activators; 320,000 compounds, 0.063% hits; AID 504706; also: % of control where 0% means no effect; nearly all actives have a fitted effect of over 45% in size
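p53-null H1299 cells stably carrying temperature-sensitive p53-A138V and a BP100-luciferase reporter were pinned with compounds (4-point, 1:5 series) and held 24 hrs at 37 deg C. Luminescence was read 10 min after detection reagent.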
BRCA1 expr up: BRCA1 expression activation. MCF7-BRCA1-FFLuc reporter, luminescence, 48 h; response scale: scaled: vehicle 0%, 10 µM genistein 100%. Potency, µM (titrated, usually from 46.1 µM), inactives show top-dose activation, usual class: activators. 380,000 compounds, 1.1% hits; also: nearly all actives have a fitted effect of over 80% in size; some results filed as inactive show a strong effect at the top dose
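MCF7-BRCA1-FFLuc cells, 2000/well in phenol-red-free MEM, attached 2 h then treated 48 h at 37 C. Luciferase luminescence read 15 min after reagent; normalized to genistein maximum activation (10microM) and DMSO, concentration-response fitted.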
RORg inh: blocks mouse ROR gamma transcriptional activity; P51450; Drosophila S2 Gal4-RORgamma UAS-luciferase reporter, 20 h; Potency, µM (series often up to 53.6 µM), without a hit: at the highest dose activity change, negative = inhibition, actives largely listed as inhibitors; 310,000 compounds, 5.4% hits; also: % is scaled to controls: 0 for no effect and ±100 for the full control effect; nearly all actives have a fitted effect of over 60% in size
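In this cell-based reporter format, copper sulfate (700 uM final) drives Gal4–ROR gamma fusion expression from a metallothionein promoter in Drosophila Schneider cells; compounds preincubated 1 hr, reporter read after 20 hr at ambient temperature.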
uPA surface inh: cell surface uPA generation inhibition; 330,000 compounds, 0.31% hits; cell surface uPA generation assay, qHTS; Potency, µM (series often up to 38.3 µM), for inactives: at the highest dose activity change, negative = inhibition, actives largely listed as inhibitors; AID 540303; active = well fitted inhibition curve with a large enough effect; inconclusive = small, poorly fitted or top-dose-only effect; inactive = no such curve, though single readings can be large or run the other way; tested in mouse RAW 264.7 cells; also: % is scaled to controls: 0 for no effect and ±100 for the full control effect; nearly all actives have a fitted effect of over 55% in size
MBNL1-CUG inh: inhibitors of human MBNL1 binding to CUG repeat RNA. AID 2675. 280,000 compounds, 0.036% hits. Q9NR56. TR-FRET MBNL1-His/biotin-(CUG)12 binding, 665/545 ratio. Potency, µM (highest dose often 57.5 µM), for the others: top-dose activity change, negative = inhibition, hits mostly inhibitors; active = well fitted inhibition curve with a large enough effect in the signal ratio, with a control signal flat, not every such curve was filed as active; inconclusive = small, poorly fitted or top-dose-only effect, or effect the other way, or a change in a side signal; inactive = no such curve, though single readings can be large or run the other way; the % refers to the signal ratio; also: % is scaled to controls: 0 for no effect and ±100 for the full control effect
Target sequence (Q9NR56 whole entry, looked up): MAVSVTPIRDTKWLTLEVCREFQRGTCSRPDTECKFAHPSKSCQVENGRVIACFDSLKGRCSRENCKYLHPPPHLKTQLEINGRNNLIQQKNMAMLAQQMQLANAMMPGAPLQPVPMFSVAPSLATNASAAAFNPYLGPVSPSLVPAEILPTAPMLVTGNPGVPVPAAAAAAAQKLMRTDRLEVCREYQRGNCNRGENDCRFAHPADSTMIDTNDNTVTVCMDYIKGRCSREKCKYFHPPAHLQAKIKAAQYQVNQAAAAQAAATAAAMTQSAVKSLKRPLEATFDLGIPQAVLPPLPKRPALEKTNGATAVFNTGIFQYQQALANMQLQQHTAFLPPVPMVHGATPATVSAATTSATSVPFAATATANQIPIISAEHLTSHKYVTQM
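TR-FRET between His-tagged MBNL1 and biotin-(CUG)12 RNA, detected with Tb anti-His antibody (0.055 ng/ul) and streptavidin-XL665 (5 nM), 60 min at room temperature. Compounds titrated 92 nM to 58 uM; 665/545 nm ratio normalized to buffer and complex controls.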
ELG1 genotox: inducers of genotoxicity in HEK293T ELG1-luciferase cells; HEK293T ELG1-luciferase reporter, luminescence, 16 h; Potency, µM (doses to about 46 µM), for the others: at the top dose activity change, positive = activation, actives largely listed as activators; 330,000 compounds, 1.3% hits; AID 504466; also: % of control where 0% means no effect; nearly all actives have a fitted effect of over 60% in size
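Quantitative HTS format in 1536-well plates. HEK293T ELG1-luciferase reporter cells receive test compound and are incubated 16 hr at 37 °C, 5% CO2; ONE-Glo added, 30 min room temperature, then luminescence read.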
The depositor's hits bear a star; ? = inconclusive; . = not tested or not shown; [ ] = dose if it differs, or a comment. Unless noted, calls follow the shape of the dose curve; as a rule, active = well fitted curve in the direction sought with a large enough effect; inconclusive = small, poorly fitted or top-dose-only effect, or another doubt; inactive = no such curve, though single readings can be large; an effect the other way counts as inactive or inconclusive. Potency is read from the fitted curve at half-maximal effect.

SMILES	Gal4-VP16 FLuc	Rab9 prom act	FLuc counter	NPC1 promoter act	p53 reactivation	BRCA1 expr up	RORg inh	uPA surface inh	MBNL1-CUG inh	ELG1 genotox
Cc1nc2scc(C)n2c(=O)c1S(=O)(=O)NCc1ccccc1	-12.1%	-5.3%	2.9%	-2.8%	?	-6.7%	2.7%	4.6%	9.7%	0.0%
COc1ccccc1C(=O)N/C(=C\c1cn(S(=O)(=O)N(C)C)c2ccccc12)C(=O)N1CCCCC1	-7.3%	-2.9%	0.1%	2.3%	-19.1%	9.3%	-16.0%	-46.8%	-2.3%	0.0%
COc1c(C)cc(C(=O)C2CCCN(C(=O)c3ccc4[nH]ccc4c3)C2)cc1C (stereo not given)	-11.6%	8.2%	-6.7%	-0.9%	-1.1%	2.0%	13.0%	6.3%	-4.5%	-1.7%
CCNS(=O)(=O)c1ccc(NC(=S)NCc2ccco2)cc1	-11.2%	-1.1%	-0.2%	-1.2%	-8.1%	-5.5%	15.0%	4.8%	-5.2%	-0.1%
CC(C)CC(NC=C1C(=O)OC(C)(C)OC1=O)C(=O)O (stereo not given)	-7.8%	1.6%	-1.7%	0.8%	15.3%	0.1%	24.1%	3.3%	-21.8%	-4.0%
CC(C)(C)c1ccc(OCCC(=O)NCC(c2cccs2)N2CCOCC2)cc1 (stereo not given)	.	-3.7%	-8.3%	0.9%	-6.6%	-24.9%	.	12.7%	.	-1.5%
O=C(c1ccc2n[nH]nc2c1)N1CCN(c2ccc(C(F)(F)F)cn2)CC1	.	-6.0%	0.7%	-1.3%	-4.3%	-31.4%	.	-8.6%	.	-0.8%
C=CCc1c(C)nc2c(C)cccc2c1SC(=N)N	-8.8%	-5.0%	-0.1%	4.9%	5.6%	-44.1%	-10.5%	3.2%	?	-0.8%
O=C(O)c1ccc(N2C(=O)/C(=C/C=C/c3ccccc3)SC2=S)cc1	-7.8%	1.1%	?	-3.7%	-1.7%	-25.9%	3.7%	10.9%	2.8%	-0.2%
O=C(CN1CCN(S(=O)(=O)N2CCCCC2)CC1)Nc1ccc(Cl)c(Cl)c1	?	-4.0%	0.4%	1.4%	6.1%	-35.8%	?	-10.2%	-11.0%	-14.5%
COc1ccc(CC(=O)N/N=C/c2ccc(-c3ccc(F)cc3)o2)cc1OC	0.6%	1.4%	-27.6%	-6.1%	3.9%	-23.4%	0.2%	-1.2%	?	-5.2%
O=C(Nc1ccc(CN2CCOCC2)cc1)c1ccc(Cl)cc1	-3.9%	?	16.9µM*	?	?	12.6µM*	-44.1%	-1.2%	-3.3%	?
CCCCCCN=CC1=C(O)CC(C)(C)CC1=O	7.5%	-4.0%	0.7%	-3.0%	-4.0%	1.8%	27.9%	3.0%	-10.3%	-0.3%
COC(=O)c1cc(NS(=O)(=O)c2cccc(Cl)c2)ccc1N1CCOCC1	-9.8%	-0.9%	-2.1%	-2.9%	0.3%	-11.4%	24.3%	-1.5%	-14.6%	-1.7%
Nc1nc2ccc(Cc3ccncc3)cc2s1	17.1%	?	16.9µM*	18.7%	?	86.5%	-0.9%	1.5%	6.9%	?
CN(CC1CCCO1)S(=O)(=O)c1ccc(C(=O)Nc2nnc(-c3ccccc3)o2)cc1 (stereo not given)	0.562µM*	-27.6%	4.0%	-26.5%	-4.3%	-18.2%	0.631µM*	?	4.2%	-9.3%
CS(=O)(=O)Nc1nc2n(n1)C(c1ccccc1)CC(c1ccccc1)N2 (stereo not given)	4.1%	-2.4%	0.3%	1.8%	-2.7%	13.7%	-7.9%	1.1%	-1.9%	3.3%
COc1ccc(S(=O)(=O)N2CCC(C(=O)N[C@H](C(=O)NC3CCCC3)C(C)C)CC2)cc1	-4.5%	-2.1%	2.0%	-1.4%	-7.0%	-11.1%	4.2%	2.0%	3.3%	-2.8%
CSc1nnc2ccc(-c3ccc(C)cc3)nn12	1.6%	11.7%	-14.2%	-3.8%	2.2%	42.2%	-38.3%	?	?	?
c1csc(-c2nn3c(Cn4cnc5ccccc54)nnc3s2)c1	3.0%	-3.5%	5.2%	0.4%	-10.5%	-2.3%	4.0%	-6.6%	?	4.7%
COc1cc(C(C)=O)ccc1OCC(=O)OCCCOC(=O)COc1ccc(C(C)=O)cc1OC	10.9%	5.3%	1.5%	0.6%	10.4%	-27.8%	-44.5%	-0.5%	-9.7%	8.4%
N#CCCN(C(=O)CSc1ccc2c(c1)OCCO2)c1ccc(F)cc1	-6.8%	-5.3%	4.4%	3.1%	-0.5%	2.8%	-2.6%	2.9%	-5.4%	10.5%
O=C(NCCNS(=O)(=O)c1ccccc1)N1CCOCC1	-2.5%	-2.1%	1.4%	-3.3%	-6.0%	14.4%	-2.3%	-0.2%	-7.0%	-0.5%
CCOc1cccc2sc(N(CCN(C)C)C(=O)c3ccc4c(c3)OCCO4)nc12	-6.8%	-2.6%	3.5%	-1.6%	14.7%	-23.8%	-4.1%	-7.4%	-6.9%	1.5%
Cc1ccc(C)c(NC(=O)c2c(Cl)nc3ccccn23)c1	-5.6%	4.6%	1.5%	-4.2%	-1.8%	0.5%	8.8%	-5.5%	-4.9%	-10.1%
Later entries:
SMILES	Gal4-VP16 FLuc	Rab9 prom act	FLuc counter	NPC1 promoter act	p53 reactivation	BRCA1 expr up	RORg inh	uPA surface inh	MBNL1-CUG inh	ELG1 genotox
COc1ccc2c(c1)CCCN2C(N)=O	0.1%	-0.3%	3.2%[2.3 µM]	0.6%	2.4%	4.9%	-11.7%	-5.6%	10.6%	-0.5%
COc1ccc(N2CCN(C(=O)c3ccc(Br)o3)CC2)cc1	21.0%	7.0%	-2.0%	-1.3%	2.5%	10.3%	-16.9%	0.9%	2.7%	1.2%
CSc1nncn1/N=C/c1ccccc1F	-4.6%	-2.1%	-7.2%	-2.7%	0.8%	-8.4%	-17.8%	0.8%	-5.7%	10.3%
Cc1cc(C(=O)CSc2nc(N)cc(=O)[nH]2)c(C)n1CC1CCCO1 (stereo not given)	.	.	.	.	17.5%	-1.7%	.	-2.3%	.	-3.2%
COCC(C)n1c(SCC(=O)NCCC2=CCCCC2)nc2ccccc2c1=O (stereo not given)	13.6%	4.7%	7.0%	0.1%	-1.4%	-13.2%	23.0%	8.1%	-7.7%	-0.1%
CCC(C)C(NC(=O)OC(C)(C)C)C(=O)NC(C(=O)NC(C)C(N)=O)C(C)C (stereo not given)	-8.7%	-14.2%	0.9%	-5.2%	-2.0%	-2.4%	-3.0%	10.9%	6.0%	-1.3%
O=C1CCc2cc(S(=O)(=O)Nc3ccc(F)cc3)cc3c2N1CC3	.	-4.2%	0.3%	-1.1%	-11.1%	5.1%	.	-6.1%	.	?
O=C1CNC(=O)/C(=C/c2ccco2)N1	-5.6%	-4.0%	-1.3%	-2.1%	3.1%	45.8%	-3.0%	-6.4%	?	-3.5%
Cn1c(=O)oc2cc(S(=O)(=O)N3CCCC(C(=O)Nc4nccs4)C3)ccc21 (stereo not given)	5.6%	8.7%	5.4%	-2.6%	-4.8%	0.0%	39.0%	-12.0%	0.0%	-11.2%
COc1cc(CC(=O)OCC(=O)N2CC(=O)Nc3ccccc32)cc(OC)c1OC	16.8%	-31.1%[inhibitor]	2.7%	-2.0%	-1.6%	4.2%	-10.9%	1.6%	-12.3%	-1.1%
O=C1Cc2c([nH]c3ccc(Br)cc23)-c2ccccc2N1	25.1µM*	0.366µM*	.	0.517µM*	.	-76.5%[inhibitor]	-5.3%	-6.9%	.	.
Cn1c(=O)c2c(nc(CN3CCN(C(=O)c4ccco4)CC3)n2Cc2cccc(Cl)c2)n(C)c1=O	-4.0%	1.1%	3.4%	-3.5%	-6.9%	-19.0%	20.9%	5.3%	2.5%	5.5%
CC1(c2ccc([N+](=O)[O-])cc2)Nc2ccccc2S1 (stereo not given)	-1.2%	?	21.3µM*	?	?	64.7%	19.9%	-2.8%	?	?
O=C(NCCc1c[nH]c2ccccc12)N[C@@H](Cc1ccccc1)C(=O)O	-0.4%	2.5%[1.84 µM]	-3.9%	-5.3%	5.1%	-5.9%	-0.4%	1.1%	-0.6%	0.6%
Cc1ccc(NC(=O)CN(C)C(=O)Cn2ccsc2=N)cc1	3.6%	12.3%	0.0%	6.9%	-0.4%	4.5%	2.5%	-2.4%	.	7.2%
COc1cc(C(=O)NCc2ccc3[nH]c(C)cc3c2)cc(OC)c1OC	-8.1%	6.4%	?	-5.1%	-4.5%	-19.2%	2.8%	13.2%	4.7%	17.6%
CCn1c(=O)cc(N2CCCCC2)[nH]c1=O	3.4%	-7.6%	3.9%	3.2%	-2.1%	-31.5%	-9.3%	-1.4%	0.5%	5.0%
O=C(COC(=O)c1ccccn1)Nc1nccs1	-10.7%	-6.1%	-1.9%	2.7%	-0.9%	-9.9%	12.5%	3.4%	-15.7%	-2.3%
COc1ccccc1CNC(=O)COC(=O)c1ccncc1	.	.	.	.	0.1%	1.4%	.	-0.3%	.	4.2%
COc1cc2c(c3oc(-c4ccccc4)cc(=O)c13)C=CC(C)(C)O2	?	0.7%	?	10.6%	-1.7%	-28.3%	-32.5%	?	3.7%	7.6%
